# Screening results as filed in PubChem.
# GLD-1 TGE inh = GLD-1/TGE RNA complex disruptors, primary screen, biochemical, fluorescence polarization; AID 2280, 2010; inhibition, % at 5.96 µM; purified GLD-1 + fluorescein TGE RNA; Female germline-specific tumor suppressor gld-1 (Caenorhabditis elegans), Q17339; 0.44% of 320,000 active;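 active = percent inhibition above a per-plate cutoff, the plate mean of test compounds plus 3 SD, cut at about 30% in these data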;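 also: 0% = DMSO wells with GLD-1 and probe and 100% = wells lacking GLD-1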
# Fam108B counter = mouse Fam108B serine hydrolase inhibitors, primary screen, counter-screen for RBBP9 inhibitor project, biochemical, fluorescence polarization; recombinant Fam108B, FP-Rh probe fluorescence polarization; inhibition, % at 9.51 µM; 0.33% of 300,000 active;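 active = inhibition above the screen mean inhibition plus 3 SD, computed separately per campaign, cut at about 18% in these data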;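 also: inhibitors lower polarization as less probe binds the enzyme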
# GRK2 aptamer HTS = compounds blocking aptamer binding on GRK2 – biochemical, human GRK2, bead flow cytometry, HTS, primary screen; Beta-adrenergic receptor kinase 1 (Homo sapiens), P25098; 0.59% of 330,000 active; AID 488847, 2010; FAM-aptamer displacement from GRK2; inhibition of aptamer binding, % at 10 µM;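 active = inhibition of aptamer binding above 40%, roughly 3 SD of noise, on plates passing a quality check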;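 also: median bead fluorescence of bound FAM aptamer so fluorescent compounds give negative values; no value below 0 was filed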
# Target sequence (P25098 whole entry, looked up): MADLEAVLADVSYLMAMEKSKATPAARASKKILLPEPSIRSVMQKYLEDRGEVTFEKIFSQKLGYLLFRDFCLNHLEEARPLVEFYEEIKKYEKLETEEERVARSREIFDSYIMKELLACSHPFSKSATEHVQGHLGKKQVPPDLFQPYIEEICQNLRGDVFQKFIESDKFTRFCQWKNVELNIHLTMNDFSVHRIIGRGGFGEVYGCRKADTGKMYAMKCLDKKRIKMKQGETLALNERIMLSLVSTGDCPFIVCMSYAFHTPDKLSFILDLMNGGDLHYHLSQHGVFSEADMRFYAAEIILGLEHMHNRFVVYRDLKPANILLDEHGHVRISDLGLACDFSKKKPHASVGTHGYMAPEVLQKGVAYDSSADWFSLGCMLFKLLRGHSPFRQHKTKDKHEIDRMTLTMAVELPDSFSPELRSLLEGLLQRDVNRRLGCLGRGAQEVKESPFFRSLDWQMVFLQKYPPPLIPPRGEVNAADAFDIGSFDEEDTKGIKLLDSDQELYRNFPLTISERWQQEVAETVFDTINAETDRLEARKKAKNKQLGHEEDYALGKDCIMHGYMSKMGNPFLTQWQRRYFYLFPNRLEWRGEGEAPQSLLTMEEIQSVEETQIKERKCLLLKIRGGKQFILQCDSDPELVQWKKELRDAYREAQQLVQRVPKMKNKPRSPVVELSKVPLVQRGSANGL
# AGP1 TOR yeast = modulators of AGP1-GFP expression in yeast TOR pathway, primary screen, cell-based, multiplex flow cytometry, S. cerevisiae, MLPCN library; 3 h; GFP as percent of DMSO wells; GFP response vs DMSO, % at 10 µM; 0.02% of 320,000 active; AID 2066, 2009;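 active = GFP response relative to DMSO above a set limit, near screen average plus 3 SD, cut at about 150% in these data; inconclusive = fewer than 70 cells counted for the yeast strain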;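 also: median GFP channel fluorescence of the gated AGP1 strain per well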
# MCL1-BIM inh = inhibitors of MCL1 binding to BIM-BH3, primary screen, biochemical, fluorescence polarization. Induced myeloid leukemia cell differentiation protein Mcl-1 (Homo sapiens), Q07820. GST-MCL1 / FITC-Bim-BH3 fluorescence polarization. inhibition, % at 10.9 µM. 0.68% of 320,000 active. AID 2057, 2009;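 active = inhibition above the mean inhibition of all tested compounds plus 3 SD, set per campaign, cut at about 40% in these data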;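 also: 0% = DMSO wells and 100% = unlabeled Bim-BH3 peptide control; higher means more loss of mP so more displacement of Bim peptide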
# VLA-4 inh = inhibition in human VLA-4 binding assay, primary screen, VLA-4 allosteric modulator project, MLPCN library, flow cytometry, VLA-4 expressing cells | Integrin alpha-4 (Homo sapiens), P13612 | ligand binding flow cytometry | inhibition, % (about 7 µM as worked out from the volumes in the protocol) | 0.2% of 330,000 active | AID 2557, 2010; in the data active = inhibition above about 50%
# MEX-5 binding = MEX-5 zinc finger RNA-binding disruptors – biochemical, C. elegans, fluorescence polarization, MLPCN library, primary screen; Zinc finger protein mex-5 (Caenorhabditis elegans), Q9XUB2; MEX-5/FITC-TCR2 RNA binding; active compounds read low; activity score (negative = inhibition of binding), % at 10 µM; 0.38% of 300,000 active;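 active = inhibition past about -25% in most replicates, and total fluorescence under double the plate's negative control median, limit read from the data; inconclusive = replicates evenly split on the limit, or fluorescence at least double controls; inactive = too little inhibition in most replicates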;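 also: 0% = DMSO and -100% = 5 µM competing unlabeled TCR2 RNA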
# CIT2 TOR yeast = modulators of CIT2-GFP expression in yeast, primary screen, S. cerevisiae, GFP fusion, multiplex flow cytometry, MLPCN library; S. cerevisiae CIT2-GFP strain, 3 h; 100 means same as DMSO wells; GFP response vs DMSO, % at 10 µM; 0.065% of 320,000 active;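 active = GFP response relative to DMSO above a set limit, near the screen mean plus 3 SD, cut at about 150% in these data; inconclusive = Fewer than 70 cells measured for a yeast strain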;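 also: ratio of well median GFP fluorescence to mean of DMSO wells on the plate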
# BCLXL inh = inhibitors of human Bcl-xL, primary screen, biochemical, fluorescence polarization, HTS; Bcl-2-like protein 1 (Homo sapiens), Q07817; GST-Bcl-xL / FITC-Bim BH3 peptide fluorescence polarization; inhibition, % at 10.9 µM; 0.7% of 320,000 active;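 active = inhibition above the mean of all tested compounds plus 3 SD, cutoff set per campaign, cut at about 30% in these data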;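 also: 0% = DMSO wells and 100% = unlabeled Bim-BH3 peptide competitor; inhibitors lower millipolarization by displacing the labeled peptide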
# Target sequence (Q07817 whole entry, looked up): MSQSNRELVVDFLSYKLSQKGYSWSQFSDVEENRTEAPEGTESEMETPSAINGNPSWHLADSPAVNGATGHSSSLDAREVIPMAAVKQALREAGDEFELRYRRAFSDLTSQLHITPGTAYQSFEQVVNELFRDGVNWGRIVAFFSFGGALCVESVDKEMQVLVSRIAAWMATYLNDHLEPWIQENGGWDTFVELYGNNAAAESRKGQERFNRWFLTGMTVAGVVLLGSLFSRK
# The depositor's hits bear a star; ? = inconclusive; · = not tested or not shown. Outcome played no part in choosing rows; 2.2% or so of the library scored in one or more.
SMILES,GLD-1 TGE inh,Fam108B counter,GRK2 aptamer HTS,AGP1 TOR yeast,MCL1-BIM inh,VLA-4 inh,MEX-5 binding,CIT2 TOR yeast,BCLXL inh
C[n+]1ccccc1C1CCCC/C1=N\Nc1ccc([N+](=O)[O-])cc1[N+](=O)[O-] (centres undefined),4,4,0,83,-25,9,0.1,91,-14
CCCn1nnnc1SCC(=O)N(C(C)C)C(C)C,-4,0,3,96,-1,2,-0.2,94,0
Cc1ccc(S(=O)(=O)/N=C(\c2ccc(Cl)cc2)N2CCOCC2)cc1,7,-6,0,92,4,-1,2.4,87,0
COc1ccc(/C=N/n2cncn2)cc1COc1ccc(NC(C)=O)cc1,3,1,0,106,0,11,1.1,102,4
O=C(Cn1nnc(-c2ccccc2)n1)N/N=C/c1cc([N+](=O)[O-])c(Cl)cc1Cl,-3,-1,0,107,8,24,-1.2,106,0
Cc1cccn2cc(-c3cc4ccccc4oc3=O)nc12,1,6,2,101,-7,4,-2.1,97,-1
COC(=O)c1c(C)nc(C)c(C(=O)OC)c1-c1ccsc1,7,2,1,105,8,4,·,93,1
COC(=O)c1sccc1NC(=O)Nc1ccccc1C,·,·,7,88,·,-34,·,101,·
CCc1ccc(OCC(=O)O/N=C(\N)c2ccncc2)c(Br)c1,8,2,0,86,0,7,0.0,·,1
O=C(NCc1nc2ccccc2[nH]1)C1=C[C@@H](c2ccc(C(F)(F)F)cc2)C[C@@H](OCCCCO)O1,-2,-1,1,96,5,-3,2.6,124,1
COc1ccc(O)c(/C=N/NC(=O)CN2CCS(=O)(=O)CC2)c1,1,1,0,98,0,7,-1.7,93,3
CCN(CC)C(=O)c1ccc2c(=O)n(Cc3cccc(Br)c3)c(=S)[nH]c2c1,0,-4,2,100,4,0,0.5,97,3
CCOC(=O)c1cccc(NC(=O)CCNS(=O)(=O)c2ccc3c(c2)CCN3C(=O)CC)c1,4,-1,1,110,15,-3,·,106,6
O=C(NCc1ccco1)Nc1ccc(OC(F)(F)F)cc1,1,0,3,103,31,0,-0.4,86,30*
Cc1ccc2c(c1)sc[n+]2Cc1ccccc1,-3,3,1,96,10,-8,0.2,97,9
CCn1c(=O)c2cc(S(=O)(=O)NCc3ccccc3)ccc2n(CC)c1=O,-4,6,0,104,-1,4,0.5,93,-1
COc1ccc2[nH]cc(CCNC(=O)C3CCCNC3=O)c2c1 (centres undefined),2,0,1,102,6,-2,-1.6,101,3
Cc1cc(C(=O)CCl)c(C)n1Cc1ccco1,4,0,1,107,9,18,0.5,115,2
COc1cccc(CN2C(=O)[C@@H]3Cc4c([nH]c5ccccc45)C(C)(C)N3C2=O)c1,3,-3,0,85,0,-22,-0.9,91,5
Cc1ccc(N2C(=O)[C@@H]3[C@H](C2=O)[C@H]2C=C(C(=O)c4ccccc4)C=CN2[C@@H]3C(=O)c2ccc(Cl)cc2)cc1,7,-14,2,106,-6,-21,-0.5,102,13
C=CCSc1nc2ccccc2c(=O)n1C1CCOC(C)(C)C1 (centres undefined),-2,2,3,105,2,5,-3.1,87,-1
O=C(Nc1nc(-c2cccc3ccccc23)cs1)c1cnccn1,1,-9,2,95,5,22,-6.0,96,1
CCn1c(SCC(=O)N2CCN(c3ccccc3)CC2)nc2c(c1=O)SC(C)C2 (centres undefined),-5,4,3,108,-3,-20,-0.5,116,3
O=S(=O)(NCc1ccc(F)cc1)c1ccc2c(c1)OCCO2,-2,-5,0,101,0,-1,1.5,92,-3
CCOC(=O)c1c(-c2ccc(F)cc2)csc1NC(=O)C1CCCO1 (centres undefined),-3,4,7,98,10,22,2.9,97,12
COc1ccc(Nc2nc(C(F)(F)F)nc(C)c2C#N)cc1,0,5,0,93,4,15,0.3,105,1
Cc1ccc(S(=O)(=O)N2CCN(C(=O)CSc3nc(N)cc(=O)[nH]3)CC2)c(C)c1,-5,2,0,105,-13,7,1.4,98,-1
CC(C)(C)NC(=O)Cn1c(SCC(=O)NC2CC2)nc2ccccc21,1,6,0,99,2,-10,-1.6,103,11
CS(=O)(=O)N1CCC(C(=O)c2cccc(Cl)c2)CC1,-5,-2,1,87,14,6,-0.9,94,1
Cc1ccc(-c2nn(-c3ccccc3Cl)cc2C(=O)NCC2CCCO2)cc1 (centres undefined),8,0,1,104,6,1,1.2,87,2
COc1cc2c(cc1OC)C1=C(C#N)CCC(=O)N1CC2,-1,1,3,98,-1,6,0.0,96,6
C=CCc1cccc(/C=N/NC(=O)CNc2cccc3ccccc23)c1O,9,17,2,91,47*,0,-1.1,89,1
CC(=O)Nc1nc2ccccc2n1Cc1ccccc1Cl,-1,1,1,95,1,2,-0.6,99,0
CC(=O)N1CCN(C(=O)CCN(c2ccccc2)S(=O)(=O)c2ccc(C)cc2)CC1,2,0,0,94,-4,8,0.4,84,7
O=C(CSc1nnc(C2CC2)n1-c1ccccc1)NCc1ccco1,1,-3,0,88,4,-4,-2.1,87,5
Cc1nc2cc(-c3ccccc3)ccc2o1,2,4,0,98,-5,11,-0.1,99,0
O=C(Cc1ccccc1)NC1c2ccccc2-c2ccccc21,7,-7,2,95,2,9,-1.3,98,5
COC(=O)/C(=N/Nc1ccccc1)N1CCCc2ccccc21,-8,4,0,92,-5,6,0.2,83,-2
Cc1cc(C)c2c(C)c(C(=O)NCc3ccc(S(N)(=O)=O)cc3)oc2c1,-3,-6,0,89,0,6,-0.2,91,-2
O=C(NC1CCCC1)c1cc2nc(-c3ccco3)cc(C(F)(F)F)n2n1,-2,-2,1,104,-9,-7,-0.3,114,-2
COc1cc(/C=C/C(=O)OCC(=O)N(C)C2CCS(=O)(=O)C2)ccc1OC(F)F (centres undefined),6,-3,0,91,-15,-1,0.1,96,-12
Cc1cccc2cc3c(N)c(C(=O)Nc4ccc(N5CCOCC5)cc4)sc3nc12,-8,20*,0,71,-67,15,?,65,-25
Cc1ccc(C(=O)NNC(=O)C2CCN(C(=O)OC(C)(C)C)CC2)cc1,-1,-1,1,100,3,3,-0.4,93,6
CCCNC(=O)COC(=O)c1ccccc1OCc1ccc(Cl)cc1,-2,-1,0,113,-4,-5,-0.2,102,7
O=Cc1cn(CC(=O)N2CCc3ccccc32)c2ccccc12,-1,-4,0,93,-6,-6,1.2,100,-7
O=C(c1ccc(-c2nc3ccccc3s2)o1)N1CCN(c2ccccc2O)CC1,5,2,0,90,-6,6,-2.0,95,1
CCOc1ccc(N2Cc3ccccc3C2)cc1,-3,-4,3,90,-9,-17,-2.1,85,-5
COc1cccc(-c2nc(-c3cccs3)no2)c1,-1,-4,1,105,2,-5,-6.5,103,8
O=C(Nc1cccnc1)c1cccc([N+](=O)[O-])c1,0,-1,0,104,7,8,0.3,102,3
COc1ccc(/C(C)=N/NC(=O)c2nnn(-c3nonc3N)c2-c2ccccc2)cc1,7,-19,0,101,-8,3,-2.0,108,-3
Cc1ccc(C(c2nnnn2C(C)(C)C)N2CCN(C3CCCC3)CC2)cc1 (centres undefined),1,11,0,108,-8,0,-0.2,96,9
Cc1ccc(C(=O)N2CCN(c3ncccn3)CC2)o1,0,-4,0,?,5,22,0.9,?,4
COc1ccc(N2CCN(C(=O)c3ccc4c(c3)NC(=O)C(CSCc3c(F)cccc3Cl)N4)CC2)cc1 (centres undefined),-16,1,3,114,-10,-8,1.7,105,-5
C=CCn1cnc2c(NCc3ccccc3)ncnc21,-1,10,2,108,9,6,1.1,92,-1
Nc1ncc2c(n1)CC(c1ccco1)CC2=O (centres undefined),1,-3,0,94,9,-7,1.7,93,3
COc1ccc(CNC(=O)CNC(=O)[C@@H]2Cc3ccccc3CN2)cc1,-4,-6,0,99,9,8,1.0,102,12
COc1ccc2c(C=O)c[nH]c2c1,-1,2,0,99,-1,-29,0.4,102,12
Cc1ccc(NC(=O)C2=C(O)c3sccc3N(C)S2(=O)=O)cc1,5,2,3,98,4,19,-0.8,102,5
CCCc1nnc(NC(=O)Cn2cnc3ccccc3c2=O)s1,6,-3,4,101,-8,9,0.1,97,0
Cc1nc(N2CCc3ccccc3C2)[nH]c(=O)c1Cc1ccccc1,13,-1,2,104,7,1,-0.3,109,5

# Other entries follow.
SMILES,GLD-1 TGE inh,Fam108B counter,GRK2 aptamer HTS,AGP1 TOR yeast,MCL1-BIM inh,VLA-4 inh,MEX-5 binding,CIT2 TOR yeast,BCLXL inh
CCOc1ccc(-c2nnn(CC(=O)N3CCCC(C)C3)n2)cc1 (centres undefined),2,1,1,95,-2,29,3.5,95,1
COc1ccc2cc(C(=O)N/N=C/c3sc4ccccc4c3O)ccc2c1,-199,10,4,93,-144,-5,5.7,118,-45
COc1ccc(/C=c2/sc3n(c2=O)NC2(c4ccccc4)N(C)C(=O)N(C)C2(c2ccccc2)N=3)cc1 (centres undefined),3,2,2,100,1,-8,0.9,97,1
Cn1cc(C=C2C(=O)CC(C)(C)CC2=O)c2ccccc21,-3,4,0,88,-2,5,2.1,86,-2
CC(C)(C)c1ccc(C(=O)NCCOc2ccccc2)cc1,2,-1,0,96,-4,12,2.2,95,4
O=C(c1ccc(-c2ccccc2)cc1)C1CCCN(Cc2ccncc2)C1 (centres undefined),0,-4,0,99,3,6,2.5,105,3
COc1ccc(/C=C(\C#N)C(=O)N2COCC2(C)C)cc1,2,-5,1,91,-5,5,0.8,95,-2
COCCNC(=O)CSc1nc2nn(-c3ccccc3)c(=O)c-2c2n1CCCCC2,8,2,0,90,-1,-8,5.2,103,3
Cc1ccc(S(=O)(=O)C2(C(=O)Nc3ccc(F)cc3)CC2)cc1,5,5,2,108,-4,17,-1.5,84,3
CC(CCc1ccccc1)NC(=S)NC1CCCCC1 (centres undefined),2,0,0,106,5,26,1.3,105,-2

# Structures from the list above that have a tert-butyl group:
SMILES,GLD-1 TGE inh,Fam108B counter,GRK2 aptamer HTS,AGP1 TOR yeast,MCL1-BIM inh,VLA-4 inh,MEX-5 binding,CIT2 TOR yeast,BCLXL inh
CC(C)(C)NC(=O)Cn1c(SCC(=O)NC2CC2)nc2ccccc21,1,6,0,99,2,-10,-1.6,103,11
Cc1ccc(C(=O)NNC(=O)C2CCN(C(=O)OC(C)(C)C)CC2)cc1,-1,-1,1,100,3,3,-0.4,93,6
Cc1ccc(C(c2nnnn2C(C)(C)C)N2CCN(C3CCCC3)CC2)cc1 (centres undefined),1,11,0,108,-8,0,-0.2,96,9
CC(C)(C)c1ccc(C(=O)NCCOc2ccccc2)cc1,2,-1,0,96,-4,12,2.2,95,4
